Screens: PubChem, University of Kansas High Throughput Screening Laboratory
Pf apPOL block: Pf-apPOL DNA polymerase inhibition. hit rate 0.25% among 210,000. inhibition, % at 10 µM. Recombinant Pf-apPOL, molecular beacon fluorescence, 1.5 h
mHTT-CaM PPI inh: disrupts binding of mutant huntingtin to calmodulin; inhibition, % at 15 µM; P42858; AID 1671202; hit rate 3.6% among 190,000; AlphaScreen His-mHTT/GST-CaM binding, luminescence;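 also: 0% = both proteins with DMSO and 100% = one protein alone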
* marks the source's active call; other numbers are inactive results; i = inactive; x = not tested or not shown; & = joins results of further samples. Rule as the data show it: active = inhibition above about 50%; inactive = the rest. An excerpt (hit frequency here may not be typical).

Sequence of screens: Pf apPOL block	mHTT-CaM PPI inh
COc1ccc2c(c1)C1(CCN(C(=O)COc3ccc(Cl)cc3)C1)C(=O)N2 (stereo unspecified)
 : -5	3
COc1ccc(OC)c(CN2CCN(c3ccccc3Cl)CC2)c1
 : -4	12
Cc1ccccc1C1N(c2ccccn2)C(=O)C2CCCN21 (stereo unspecified)
 : -6	-1
Cc1ccc(Sc2ccc(C=C3C(=O)N(C)C(=O)N(C)C3=O)o2)cc1
 : -2	-1
CN1CCC(N2CCCCCCC2)CC1
 : 2	-1
CCN1CCN(Cc2cccc(OC)c2OC)CC1
 : -27	-6
COc1ccc2c(c1)C1(CCN(C(=O)Nc3ccc(F)cc3)C1)C(=O)N2 (stereo unspecified)
 : -7	6
CN1CCN(C(=O)Cc2ccc(Br)cc2)CC1
 : -8	0
Brc1cccc(CN2CCN(c3ccccc3)CC2)c1
 : -9	4
COc1cc(CN2CCN(c3ccccc3)CC2)cc(Br)c1O
 : -3	-11
CC(C)n1[nH]c(=O)c2c1NC(=O)CSC2c1ccc(OCc2ccccc2)cc1 (stereo unspecified)
 : -7	16
CCN1CCN(Cc2ccc(Cl)cc2)CC1
 : -8	4
O=S1(=O)CC2(N3CCOCC3)CCCCC21 (stereo unspecified)
 : 1	2
COc1ccc(CCN(C)Cc2ccco2)cc1OC
 : 0	1
Cc1ccc2cccc(OC(=O)N(C)c3ccccc3)c2n1
 : 2	-7
CCOc1ccc2c(c1)OC(=Cc1ccc(OC(=O)N(C)C)c(OC)c1)C2=O
 : -12	2
C=CCOc1ccc(C2SCC(=O)Nc3c2c(=O)[nH]n3C2CCCC2)cc1 (stereo unspecified)
 : -3	4
Cc1ccc(S(=O)(=O)N[C@@H](CCCCN)C(=O)CCl)cc1
 : 2	x
O=C(c1ccc(N2N=N2)cc1)c1ccc(N2N=N2)cc1
 : -1	16
CCCN(CCO)C1CCC(CC)CC1 (stereo unspecified)
 : 2	-2
COCCCNC1CC2CCC1C2 (stereo unspecified)
 : 2	-4
Cn1cc(C(=O)NCc2ccc(F)cc2)c2cccnc21
 : -10	-9
O=[N+]([O-])c1c(N2CCOCC2)ccc2n[se]nc12
 : 0	6
CC(=O)N1N=C2C3CCN(CC3)C2C1c1ccc(Cl)cc1Cl (stereo unspecified)
 : -10	-3
CC1N=C(c2ccccc2)c2ccccc2N(CC(=O)NCC2CCCO2)C1=O (stereo unspecified)
 : -4	-3
CCOc1ccccc1N1CCN(Cc2ccccc2)CC1
 : -10	-6
CCN1CCC(NC(C)COC)CC1 (stereo unspecified)
 : 3	5
CC1CN(c2c(Cl)cccc2[N+](=O)[O-])CCN1 (stereo unspecified)
 : -5	2
CC(C)n1[nH]c(=O)c2c1NC(=O)CSC2c1ccc(F)cc1 (stereo unspecified)
 : -1	-7
O=C(NC(Oc1ccccc1)C(Cl)(Cl)Cl)c1ccccc1 (stereo unspecified)
 : 5	2
CN(C)c1ccc(/C=C/[N+](=O)[O-])cc1Br
 : 3	21
COc1ccc(N2C=C(C#N)S(=O)(=O)c3ccc(C)cc32)cc1
 : 1	-7
CCc1ccc(NC(=O)C2c3cc(OC)c(OC)cc3C(=O)N3CCCCC23)cc1 (stereo unspecified)
 : -5	48
Nc1ccc(F)cc1C(=O)c1ccccc1
 : -6	18
Nc1nonc1-c1nonc1N
 : -4	-6
Cc1c(Br)c([N+](=O)[O-])nn1CC(=O)Nc1ccc(Cl)cc1C(=O)c1ccccc1
 : -1	9
COCCN1CCC(N2CCCN(C(=O)Cc3cccc(Cl)c3)CC2)C1=O (stereo unspecified)
 : 0	15
CC12CC(=C(O)C(F)(F)F)C(=O)C=C1CCC1C2CCC2(C)C(O)CCC12 (stereo unspecified)
 : -8	x
O=C(O)C1N=C2CC=CCC2N1 (stereo unspecified)
 : x	-7
Nn1ccnc1SCc1nc2ccccc2c(=O)n1-c1ccccc1Cl
 : -2	9
COc1ccccc1N1CCN(Cc2ccc(F)c(Br)c2)CC1
 : -22	4
N=c1n(CCO)c2ccccc2n1Cc1ccccc1
 : 2	-2
COc1ccc(S(=O)(=O)NCc2ccc(C(=O)N3CCC4(CC3)OCCO4)cc2)cc1
 : -4	3
CN1C(=O)C(=Cc2cccn2-c2cccc([N+](=O)[O-])c2)C(=O)N(C)C1=O
 : -20	2
CCN1C(=O)c2ccccc2Sc2ccc(C(=O)N3CCC4(CC3)OCCO4)cc21
 : -17	-8
Cc1ccc(CN2CCN(c3cc(C)ccc3C)CC2)cc1
 : -2	-11
COc1ccccc1CN1CCN(c2ccc([N+](=O)[O-])cc2)CC1
 : 0	24
Oc1ccc(CN2CCN(c3ccccc3Cl)CC2)cc1
 : 0	7
OC12CC(C3COC1O3)n1c(nc3ccccc31)N2 (stereo unspecified)
 : 8	-5&-1
c1cncc(CNCCc2ccc3c(c2)OCO3)c1
 : -3	-6
CC1N=C(c2ccccc2Cl)c2cc(Br)ccc2NC1=O (stereo unspecified)
 : -2	16
COc1ccc(Br)cc1C=C(C)[N+](=O)[O-]
 : 4	x
COc1cccc(N2C(=O)NC(=O)/C(=C\c3cc(OC)c(O)c(OC)c3)C2=O)c1
 : -10	3
O=C(O)C(O)c1ccc(Cl)cc1 (stereo unspecified)
 : -4	-5
C[C@@H]1O[C@H](C[N+](C)(C)C)C[C@H]1O
 : -9	x
O=C(c1n[nH]c(=O)c2ccccc12)N1CCC2(CC1)OCCO2
 : -1	4
CC(C)c1ccc(C=C2CC3C4CCC5CC(O)CCC5(C)C4CCC3(C)C2O)cc1 (stereo unspecified)
 : -6	8
CC1N=C(c2ccccc2)c2ccccc2N(Cc2ccccc2F)C1=O (stereo unspecified)
 : -17	-4
Clc1cnc(C(Cl)Cl)c(Cl)c1Cl
 : 1	23
CCCn1nc(C)c(C=O)c1C
 : x	-3

Among those listed so far, 2 have an aryl thioether with sulfur outside any ring:
Sequence of screens: Pf apPOL block	mHTT-CaM PPI inh
Cc1ccc(Sc2ccc(C=C3C(=O)N(C)C(=O)N(C)C3=O)o2)cc1
 : -2	-1
Nn1ccnc1SCc1nc2ccccc2c(=O)n1-c1ccccc1Cl
 : -2	9

The results go on.
Sequence of screens: Pf apPOL block	mHTT-CaM PPI inh
COc1ccc2c(c1)C1(CCN(C(=O)Cc3ccc(OC)c(Cl)c3)C1)C(=O)N2C (stereo unspecified)
 : -10	8
O=[N+]([O-])c1ccccc1CNCCc1ccc(Cl)cc1Cl
 : -3	5
CC(C)c1c(C(=O)O)nnn1Cc1ccc(Cl)cc1
 : 1	-8
CN1C[C@H](CNC(=O)OCc2ccccc2)C[C@@H]2c3cccc4c3c(cn4C)C[C@H]21
 : -16	x
COc1ccc(CN2CCN(c3ccccc3)CC2)cc1O
 : -6	-4
O=c1c2ccccc2nc(/C=C/c2ccco2)n1-c1ccccc1
 : 7	18
O=C(CN1C(=O)CN=C(c2ccccc2)c2cc(Cl)ccc21)NCc1cccc(Cl)c1
 : -12	91*
O=[N+]([O-])c1cc2c(cc1CNCCc1c[nH]c3ccccc13)OCO2
 : -2	68*
CC1(C)C(C(=O)Nc2nc(-c3ccc(F)cc3F)cs2)C1(C)C
 : -4	-6
CCCC[n+]1cc(NC(=O)c2ccccc2Br)on1
 : -10	-6
O=[N+]([O-])c1cccc(Cl)c1NCCNc1ccc([N+](=O)[O-])c2cccnc12
 : 7	18
CCOC(=O)[C@]12Cc3cc(C)ccc3[C@H]1N(Cc1ccccc1)C(=O)c1ccccc12
 : -2&-5	5&8
COc1cccc(CN2CCN(Cc3ccccc3OC)CC2)c1
 : -2	-3
COc1cccc(Cn2cc(C(=O)O)nn2)c1
 : 0	-9
CCC(=O)N1N=C2C3CCN(CC3)C2C1c1ccc(C)cc1 (stereo unspecified)
 : 0	7
CC(=O)C1CCC2C3CCC4CC(=O)CCC4(C)C3CCC12C (stereo unspecified)
 : 5	x
COc1cccc(N2C(=O)NC(=O)/C(=C\c3cn(C)c4ccccc34)C2=O)c1
 : 0	1
C=CCN1C(=O)NC(=O)/C(=C/c2cn(Cc3ccc(Cl)cc3)c3ccccc23)C1=O
 : -4	23
CN(C)c1ccc([N+](=O)[O-])c(C(F)(F)F)c1
 : x	6
CC(C)(C)OCC(O)CNC1CCCC1 (stereo unspecified)
 : -5	-2
O=Cc1cn(CCCOc2ccccc2)c2ccccc12
 : 0	-18
O=c1cccc2n1CC1CC2CN(Cc2cccc(Cl)c2Cl)C1 (stereo unspecified)
 : 2	35
CCc1cc2c(=O)c(-c3ccc4c(c3)OCCCO4)coc2cc1OC(=O)N(C)C
 : -4	1
CN1CCN(c2cc(N3CCOCC3)c(F)cc2[N+](=O)[O-])CC1
 : -6	4
O=C1C=C2C=CC3CC2(O1)C1CCCCN31 (stereo unspecified)
 : -7	x
O=C(C1CCC(=O)N1Cc1ccccc1Cl)N1CCC2(CC1)OCCO2 (stereo unspecified)
 : -16	-1
CC(Nc1ccc([N+](=O)[O-])c2cccnc12)C12CC3CC(CC(C3)C1)C2 (stereo unspecified)
 : -3	20
CCn1cc(C(=O)NCc2ccccc2C(F)(F)F)c2cccnc21
 : 0	5
Cc1c2ccncc2c(C)c2c1[nH]c1ccccc12
 : 8&-26	x
CCN(CC)c1nc2c(C)cccn2c(=O)c1C=C1C(=O)NC(=O)NC1=O
 : 18	4
Fc1ccc(CN2CCN(c3ccccc3)CC2)cc1Br
 : 2	12
COc1ccccc1-c1c(C)oc2cc(OC(=O)N(C)C)ccc2c1=O
 : -6	-3
O=C(NCc1cccc2ccccc12)NCC1CCN(C(=O)Oc2ccccc2)CC1
 : -4	-3
O=[P@@]1(Oc2ccccc2)CC=C[C@@H](COC(c2ccccc2)(c2ccccc2)c2ccccc2)O1
 : -6	30
COc1ccc(C(=O)c2nc3ccccc3n2C(C)C)cc1OC
 : 5&11	5&3
CCCNC(=O)N1CCC2(C1)C(=O)N(C)c1ccc(OC)cc12 (stereo unspecified)
 : -3	-9
O=C(COc1ccccc1)N1CCN(Cc2nc(-c3cccs3)cs2)CC1
 : -22	3
O=c1cc(CN2CC3CC(C2)c2cccc(=O)n2C3)c2cc3c(cc2o1)CCC3 (stereo unspecified)
 : -4	-2
COc1ccccc1CNCCc1ccc(OC)c(OC)c1
 : -5	-3
O=[N+]([O-])c1cc(O)c(O)c([N+](=O)[O-])c1
 : 22	x
c1cncc(-c2noc(C3CNCC34CCOCC4)n2)c1 (stereo unspecified)
 : -7	0
Clc1ccc(CN2CCN(c3ccccc3)CC2)cc1Cl
 : -17	29
COc1cc(CNCCc2ccccc2)cc(OC)c1
 : 3	-5
CCC(CC)n1[nH]c(=O)c2c1NC(=O)CSC2c1ccc(Br)cc1 (stereo unspecified)
 : 4	-4
CN1CC2c3ccccc3OC(c3ccc(Cl)cc3)C2([N+](=O)[O-])O1 (stereo unspecified)
 : x	3
COc1ccc(CC(=O)N2CCN(Cc3csc(-c4ccccc4)n3)CC2)cc1OC
 : -10	1
CC12CCC(=O)C=C1CCC1C2CCC2(C)C1CCC2(C)O (stereo unspecified)
 : -7	5
COc1cc(C)c(CN2CCN(c3ccccc3)CC2)cc1C
 : -9	11
CC(C)n1cnnc1C1CCCNC1 (stereo unspecified)
 : 7	-5
C/C(=N/O)c1c(C)[nH]c2ccccc12
 : x	i
C=CCSc1nc2ccccc2c(=O)n1-c1cccc(F)c1
 : -7	-3
CN1CC[C@@]2(C)c3cc(OC(=O)Nc4ccccc4)ccc3N(C)[C@@H]12
 : 0	x
CCCCCC(=O)NC(Oc1ccccc1)C(Cl)(Cl)Cl (stereo unspecified)
 : -4	81*
COc1ccc(-c2csc(CN3CCN(C(=O)COc4ccccc4F)CC3)n2)cc1
 : -13	-2
COc1ccc2c(c1)C1(CCN(S(=O)(=O)c3ccc4c(c3)OCCO4)C1)C(=O)N2C (stereo unspecified)
 : 3	-5
CC(=O)OCc1ccc(C=C(C#N)C#N)o1
 : -2	x
COc1cccc(/C=C/[N+](=O)[O-])c1
 : -1	11
CC1=C2C3OC(=O)C(C)C3CCC2(C)C=CC1=O (stereo unspecified)
 : -6&-2	x
O=c1oc2ccccc2c(O)c1C(c1ccc([N+](=O)[O-])cc1)c1c(O)c2ccccc2oc1=O
 : -7	71*
COc1ccc2c(c1)C1(CCN(C(=O)Nc3ccccc3OC)C1)C(=O)N2C (stereo unspecified)
 : -1	-7

Part of the list above in another layout:
Structure | Pf apPOL block | mHTT-CaM PPI inh
C=CCSc1nc2ccccc2c(=O)n1-c1cccc(F)c1 | -7 | -3
O=[N+]([O-])c1ccccc1CNCCc1ccc(Cl)cc1Cl | -3 | 5
COc1ccc2c(c1)C1(CCN(C(=O)COc3ccc(Cl)cc3)C1)C(=O)N2 (stereo unspecified) | -5 | 3

Next section
Sequence of screens: Pf apPOL block	mHTT-CaM PPI inh
O=C(c1cc(=O)c2ccccc2o1)N1CC2CC(C1)c1cccc(=O)n1C2 (stereo unspecified)
 : -1&-3	-2&-7
CC12CCC3C(CC=C4CC(O)CCC43C)C1CC(=Cc1cccs1)C2=O (stereo unspecified)
 : 8	12
CC(C)N(CCC(C(N)=O)(c1ccccc1)c1ccccn1)C(C)C (stereo unspecified)
 : -5&0	x
CN1CCN(c2ccc3ncc(=O)n(C)c3n2)CC1
 : -1	-2
CCOC(=O)[C@]12Cc3ccccc3[C@H]1N(C)C(=O)c1cc(OC)ccc12
 : -8	-11

2 compounds picked at random from those above, as already listed:
Sequence of screens: Pf apPOL block	mHTT-CaM PPI inh
CC(C)N(CCC(C(N)=O)(c1ccccc1)c1ccccn1)C(C)C (stereo unspecified)
 : -5&0	x
CC12CCC3C(CC=C4CC(O)CCC43C)C1CC(=Cc1cccs1)C2=O (stereo unspecified)
 : 8	12
